Tb MetRS inh: blocks T. brucei methionyl-tRNA synthetase activity | purified T. brucei MetRS, ATP depletion, Kinase-Glo luminescence | inhibition, % at 11.9 µM | actives 0.4% (n = 360,000);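 active = inhibition above a per-plate cutoff of the control wells' mean inhibition plus 3 SD, cut at about 5.5% in these data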;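 note: 0% = DMSO wells median and 100% = median of wells with control inhibitor compound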
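technique = Kinase-Glo luminescence, ATP depletion format | system = purified MetRS (methionyl-tRNA synthetase) enzyme from Trypanosoma brucei | timing = 15 min preincubation, 2 h reaction, all 25 °C | evaluation = percent inhibition versus plate control medians | dosing = single dose, 11.9 µM final nominal, 0.9% final DMSO | also added = substrates ATP, L-methionine and bulk Escherichia coli tRNA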
PABP1 MLLE inh: blocks PAM2 peptide binding to the PABP1 MLLE domain | P11940 | GST-MLLE / FITC-PAM2 fluorescence polarization | inhibition, % at 20 µM | actives 0.36% (n = 360,000) | AID 588489; in the data active = inhibition above about 35%, passing the limit was not always enough;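 note: plate controls were DMSO wells with GST-MLLE for no effect and wells lacking GST-MLLE protein for full effect; some results filed as inactive read as strong as hits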
STEP inh: blocks human striatal-enriched tyrosine phosphatase. P54829. recombinant STEP, OMFP fluorogenic substrate, fluorescence. inhibition, % at 20 µM. actives 0.25% (n = 360,000). AID 588621;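 active = inhibition at 20 µM, scaled per plate between control wells, above about 37%, limit read from the data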;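 note: 0% = DMSO with enzyme and substrate and 100% = substrate only without enzyme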
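Material: STEP (striatal-enriched tyrosine phosphatase) enzyme, cell-free; Compound dosing: 20 µM single dose in 1% DMSO; Technique: fluorescence read at 480 nm ex / 540 nm em; Times: reaction 20 min, ambient temperature; Medium: 50 mM Bis-Tris pH 6.0 with 2.5 mM DTT and 0.005% Tween 20; Also added: OMFP at 25 µM.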
NadD block: NadD (S. aureus) enzyme inhibition; purified NadD enzyme, colorimetric absorbance read-out; inhibition, % at 20 µM; actives 0.78% (n = 360,000); AID 602399; in the data active = inhibition above about 26%; note: some compounds past the cut are filed as inactive
Rpn11 block: blocks the human proteasome subunit Rpn11; O00487; human 26S proteasome, Ub4-pepOG fluorescence polarization; 20S core pre-blocked with epoxomicin; calls only at 20 µM; actives 0.59% (n = 360,000);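 active = inhibition at 20 µM, scaled to each plate's controls, above about 33%, limit read from the data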
SUMO1 PPI mod: SUMO1-SIM interaction modulation. P63165. SUMO1 binding to a labelled peptide, TR-FRET, 1 h. inhibition, % at 20 µM. actives 0.33% (n = 360,000). AID 602429; in the data active = inhibition above about 37%
LMPTP block: blocks human LMPTP phosphatase | P24666 | recombinant LMPTP-A, OMFP fluorogenic substrate, fluorescence intensity | inhibition, % at 20 µM | actives 0.22% (n = 360,000) | AID 651560;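 active = compounds that cut the enzyme signal by at least half of the control window in the single-dose screen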;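 note: plate controls were DMSO wells with enzyme plus substrate for no effect and substrate without enzyme for full effect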
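Test system: LMPTP-A, protein tyrosine phosphatase of low molecular weight; Input: 0.625 nM enzyme; Incubation: 50 min dark incubation at room temperature; Signal: endpoint fluorescence intensity from OMFP dephosphorylation; Read-out basis: % inhibition versus control wells.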
Scp1 inh: blocks human Scp-1 phosphatase activity | Q9GZU7 | Recombinant Scp1, phosphopeptide, malachite green phosphate absorbance | actives 0.88% (n = 340,000) | inhibition, % at 20 µM;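 active = inhibition above about 50% at 20 µM, limit read from the data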;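 note: plate controls were DMSO wells with enzyme for no effect and wells lacking enzyme for full effect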
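Material: truncated SCP-1 phosphatase (76-261aa) / Buffer or medium: 50 mM Tris acetate pH 5.5, 0.005% Tween-20, 10 mM MgCl2 / Compound dosing: one concentration, 20 µM, with 1.0% DMSO / Incubation: 45 min room-temperature reaction, 5 min colour, 30 min stabiliser / Detection: colorimetric free-phosphate detection, absorbance 630 nm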
DNMT1 inh: blocks human DNA methyltransferase DNMT1. DNMT1 molecular beacon, Hinp1I cleavage, fluorescence. inhibition (reported as % activation of signal), % at 10 µM. actives 0.83% (n = 360,000); in the data active = inhibition above about 50%
Target sequence (P26358 504-1616 limits assumed): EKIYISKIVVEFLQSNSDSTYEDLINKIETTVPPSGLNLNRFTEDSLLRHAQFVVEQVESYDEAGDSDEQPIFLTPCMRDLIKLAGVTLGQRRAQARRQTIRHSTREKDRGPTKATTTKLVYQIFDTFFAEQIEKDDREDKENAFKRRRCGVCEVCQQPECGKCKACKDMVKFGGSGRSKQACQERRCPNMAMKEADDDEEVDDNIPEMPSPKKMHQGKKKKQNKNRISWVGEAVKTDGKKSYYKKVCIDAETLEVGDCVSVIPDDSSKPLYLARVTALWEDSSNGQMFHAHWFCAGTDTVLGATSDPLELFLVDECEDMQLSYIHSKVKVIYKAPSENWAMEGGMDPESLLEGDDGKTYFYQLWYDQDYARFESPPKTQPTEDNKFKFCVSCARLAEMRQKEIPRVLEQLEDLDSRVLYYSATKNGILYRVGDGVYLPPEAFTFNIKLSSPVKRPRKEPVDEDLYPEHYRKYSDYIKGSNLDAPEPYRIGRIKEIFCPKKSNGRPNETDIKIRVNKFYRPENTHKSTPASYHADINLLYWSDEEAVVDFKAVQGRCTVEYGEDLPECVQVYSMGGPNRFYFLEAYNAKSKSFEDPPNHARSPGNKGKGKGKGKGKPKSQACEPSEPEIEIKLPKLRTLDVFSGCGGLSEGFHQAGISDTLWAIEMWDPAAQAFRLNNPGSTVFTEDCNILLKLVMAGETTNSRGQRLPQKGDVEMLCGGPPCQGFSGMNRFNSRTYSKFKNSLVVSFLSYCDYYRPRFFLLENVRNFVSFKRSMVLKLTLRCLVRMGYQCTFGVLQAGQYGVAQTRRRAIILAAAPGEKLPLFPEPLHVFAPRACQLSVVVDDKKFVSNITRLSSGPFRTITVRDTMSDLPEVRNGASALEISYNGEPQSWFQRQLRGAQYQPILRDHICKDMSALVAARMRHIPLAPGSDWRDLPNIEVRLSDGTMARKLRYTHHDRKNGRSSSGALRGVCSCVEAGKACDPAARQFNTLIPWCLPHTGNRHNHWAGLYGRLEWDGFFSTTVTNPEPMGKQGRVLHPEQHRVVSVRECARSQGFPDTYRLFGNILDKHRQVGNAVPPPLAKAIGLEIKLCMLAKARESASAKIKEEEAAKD
CSN inh: CSN deneddylation inhibition | Q92905 | Purified CSN, SCF-Nedd8-OG deneddylation, fluorescence polarization | actives 0.38% (n = 360,000) | inhibition, % at 12.5 µM;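 active = pattern-corrected inhibition above about 35%, with an unprinted fluorescence ratio check between 0.5 and 1.5, limit read from the data, passing the limit was not always enough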;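 note: 0% = enzyme with substrate and 100% = substrate without enzyme; some results filed as inactive read as strong as hits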
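Assay system: purified human Csn5 enzyme expressed in HEK293T cells; measure: % inhibition; also added: SCFSkp2-Nedd8OG substrate at 10 nM final; technique: fluorescence polarization; times: reaction 90 min, room temperature; medium: Tris buffer pH 7.5, NaCl, DTT, Tween-20, trehalose, ovalbumin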
Numbers without * were called inactive; i = inactive; . = not tested or not shown.

Compound,Tb MetRS inh,PABP1 MLLE inh,STEP inh,NadD block,Rpn11 block,SUMO1 PPI mod,LMPTP block,Scp1 inh,DNMT1 inh,CSN inh
CCOC1=C2[C@@H](CN(S(=O)(=O)c3ccccc3C)[C@H]2c2ccc(Cl)cc2)[C@H]2C(=O)NC(=O)[C@H]2C1,-0.5,12,0,0,i,3,0.1,.,9,-1
COCCOC(=O)c1[nH]c2c(c1C)C(=O)CC(c1ccc(OC)cc1)C2 (centres undefined),0.1,-8,6,-5,i,11,3.3,-13,1,-3
Cc1c(C(=O)NCc2ccccc2)cnn1-c1ccccc1,-0.3,4,1,-5,i,2,1.2,-2,2,0
Cc1ccc(S(=O)(=O)NCCCCCC(=O)Nc2nccs2)cc1,-0.9,-1,-3,-3,i,4,0.9,-5,3,5
CCc1cc(CNC(=O)c2ccc(OC)c(OC3CCN(C(C)C)CC3)c2)on1,-0.5,7,-2,-4,i,4,1.4,-7,1,1
O=C(O)c1ccc(Cn2cc(/C=C\[N+](=O)[O-])c3ccccc32)o1,-0.9,5,2,-5,i,-6,1.6,20,14,12
COc1ccc(C2=NS(=O)(=O)N(C)C(C(=O)N(C)Cc3ccccc3)=C2)cc1OC,-0.1,6,3,-5,i,-19,-0.1,-16,2,3
COc1ccc2c(c1)Cc1sc(NC(=O)c3ccccc3)nc1-2,-0.1,14,-2,5,i,-2,1.5,3,-19,23
C[C@@H]1CC=C[C@H]2[C@H]1C(=O)N(Cc1ccccc1)[C@H]2c1ccc2ccccc2c1/C=C/c1ccccc1,0.1,14,1,8,i,3,3.5,-6,4,1
COc1cccc(OCCNC(=O)Nc2cc(F)c(F)cc2Cl)c1,0.2,-1,-2,-7,i,1,1.4,-12,8,1
CC(=O)c1cc2c(cc1N(C(=O)Cn1nnc3ccccc31)C(C(=O)NCCC(C)C)c1cccnc1)OCO2 (centres undefined),-0.3,-14,1,1,i,5,-0.4,-4,2,-4
CC1=CC(C)C2C(=O)N(CCCN(C)C)C(=O)C2C1 (centres undefined),-1.1,0,-14,-3,i,6,-3.4,-2,2,0
CCC(=O)OCc1c(C(F)(F)F)nn(C)c1Oc1cccc(C(F)(F)F)c1,-0.1,2,3,2,i,4,2.4,-7,-5,1
c1coc(-c2nnc(-c3ccco3)nn2)c1,1.2,38*,91*,9,i,92*,21,71*,116*,43
O=C(CCCCN1CCCCC1)c1ccc2c(c1)Cc1ccccc1-2,-0.8,15,2,-5,i,-11,2.0,-1,3,9
CN1CCN(C(=O)c2cnn(-c3ccccc3)c2NC(=O)c2ccccc2)CC1,-0.2,14,0,-5,i,3,-1.1,-4,0,1
N=c1n(CC(=O)c2ccc([N+](=O)[O-])cc2)c2ccccc2n1Cc1ccccc1Cl,-1.5,-45,-2,10,i,-16,3.4,11,11,-5
CCSc1nnc(NC(=O)NC2CCCCC2)s1,-0.2,2,-1,0,i,3,-1.5,-8,9,1
COCCOC(=O)c1c(C)oc2ccc(OC(=O)c3ccco3)cc12,-0.8,18,-1,1,i,0,-0.7,-3,-2,3
CC(C)c1ccc(NC2CCCN(C(=O)c3cccc4nccnc34)C2)cc1 (centres undefined),0.2,-12,-1,2,i,-5,-0.1,-1,1,2
Cc1ccc(C(OCCN(C)C)c2cccc(C(F)(F)F)c2)cc1 (centres undefined),-0.4,9,2,-4,i,1,-0.3,4,2,-16
COc1ccc(CC(=O)Nc2ccc(S(=O)(=O)Nc3nc(C)cc(C)n3)cc2)cc1,0.1,-1,0,1,i,9,0.3,-3,0,1
COC(=O)CCCC(=O)N(C)CC1CCCN(CCc2ccccc2C)C1 (centres undefined),-0.4,-13,0,-8,i,-2,0.0,0,0,-2
CN(C)c1ccc(NC(=O)c2ccc([N+](=O)[O-])cc2Cl)cc1,-0.2,7,2,-2,i,-15,-1.2,1,5,0
CC1CC(C)(C)NC(=S)N1CCC(=O)N1CCN(c2ccccc2)CC1 (centres undefined),0.2,0,6,-2,i,2,-1.6,-14,0,-3

Carrying on.
Compound,Tb MetRS inh,PABP1 MLLE inh,STEP inh,NadD block,Rpn11 block,SUMO1 PPI mod,LMPTP block,Scp1 inh,DNMT1 inh,CSN inh
CC1CN(S(=O)(=O)c2cccc(C(=O)N(CCc3ccccc3)Cc3ccccc3)c2)CC(C)O1 (centres undefined),-0.2,0,2,1,i,-13,-5.4,-9,-4,6
CCCN(C(=O)c1cccs1)c1nnc(-c2ccncc2)s1,-0.4,11,-2,-8,i,-6,0.8,-7,2,7
CC1CCCN(CC(O)COc2ccc3c(c2)OCO3)C1 (centres undefined),-0.3,-1,-3,-4,i,2,-2.0,-5,1,-4
O=C(Nc1ccc(F)c(Cl)c1)c1cc(C2CCCCN2C(=O)CCCc2ccccc2)on1 (centres undefined),-0.3,-4,0,-1,i,9,5.3,.,1,2
Cc1ccc(C)c(C(=O)Nc2cc(C)nn2-c2nc(C)cc(C)n2)c1,-0.2,4,1,1,i,5,1.0,6,-3,7
Cn1c(SCC(=O)Nc2ccc(F)cc2)nc2c(c1=O)SCC2,0.1,6,1,0,i,-3,-0.2,-2,0,0
CC(=O)c1ccc(N2C(=O)C3C4C=CC(CC4)C3C2=O)cc1 (centres undefined),-0.5,5,-2,-4,i,-2,-2.2,-19,-1,2
CCn1c(=O)cc(OCC(=O)NCCCN2CCCC2=O)c2ccccc21,-1.9,0,-1,-3,i,-1,-0.2,3,2,2
Cc1ccnc(Nc2nc3ccccc3o2)n1,-1.9,-12,-3,-1,i,-3,-1.1,-11,2,3
C[C@H]1CN([C@@H](C)CO)C(=O)CCCn2nncc2CO[C@H]1CN(C)S(=O)(=O)c1ccc(Oc2ccccc2)cc1,-0.7,-7,-1,1,i,9,-0.3,.,2,0
CCN(CC)C(=O)C(=O)c1cccn1-c1cccc(-n2cccc2C(=O)C(=O)N(CC)CC)c1C#N,0.0,1,0,-2,i,-1,-0.5,12,-6,-6
O=C(NC(=S)Nc1ccccc1N1CCCC1)c1ccccc1Br,-0.5,20,6,-4,i,1,1.8,.,-12,1
CCCOc1ccc(/C=N/NC(=O)CN(c2ccc(OCC)cc2)S(C)(=O)=O)cc1,0.1,1,0,-8,i,-12,1.9,-2,-4,-5
NC(=O)N1CCC2(CC1)NC(=O)N(c1ccccc1)N2,-0.1,21,-1,3,i,0,3.0,-1,0,-3
CCSc1nnc(NC(=O)CCc2ccc(OC)cc2)s1,-0.5,10,-1,1,i,-3,-0.6,0,9,-5
Cn1c(=O)c2c(nc3n2CC(COc2ccc(Cl)cc2)O3)n(C)c1=O (centres undefined),-0.2,-6,1,0,i,7,-0.3,-6,1,3
Cc1ccn2cc(CCNC(=O)C3CCCCC3)nc2c1,-0.4,2,1,0,i,4,1.7,-5,2,-2
OCC1(Cc2ccccc2C(F)(F)F)CCN(Cc2ccc3c(c2)CCO3)CC1,-0.7,-4,0,-2,i,-2,1.5,3,3,14
COc1ccc(C(=O)NNC(=O)CSc2nnc(C)n2C)cc1,0.2,2,-2,7,i,-2,-2.6,-1,0,7
Nc1c(C(=O)Nc2ccccc2F)sc2nc(-c3cccnc3)ccc12,-0.2,9,0,2,i,-5,4.4,-3,-3,5
CCOC(=O)C1CCN(c2cc3c(cc2NC(=O)c2cc(OC)ccc2Br)n(C)c(=O)n3C)CC1,-0.3,3,0,-3,i,5,1.8,32,-2,1
CCC(=O)N1CCc2cc(Br)cc(S(=O)(=O)CCC(=O)NCCc3ccccc3)c21,-0.5,-10,1,-4,i,-1,-1.1,-4,2,1
Cc1nc2c(-c3ccccc3)c(C)nn2c(C)c1CCC(=O)NC(C)CCc1ccco1 (centres undefined),-0.1,-5,1,-4,i,4,-1.0,-10,-4,2
O=S(=O)(Nc1cccc(-c2ccc3nncn3n2)c1)c1cc(F)ccc1F,-0.6,7,0,2,i,-8,-0.2,0,0,-1
NC(=O)c1cc(-c2csc(NCCc3ccccc3)n2)ccc1O,-0.1,10,0,12,i,-7,0.4,36,-14,3

With a hit mark in STEP inh, of those listed so far:
Compound,Tb MetRS inh,PABP1 MLLE inh,STEP inh,NadD block,Rpn11 block,SUMO1 PPI mod,LMPTP block,Scp1 inh,DNMT1 inh,CSN inh
c1coc(-c2nnc(-c3ccco3)nn2)c1,1.2,38*,91*,9,i,92*,21,71*,116*,43

The main list resumes, repeating the 2 entries before the break.
Compound,Tb MetRS inh,PABP1 MLLE inh,STEP inh,NadD block,Rpn11 block,SUMO1 PPI mod,LMPTP block,Scp1 inh,DNMT1 inh,CSN inh
O=S(=O)(Nc1cccc(-c2ccc3nncn3n2)c1)c1cc(F)ccc1F,-0.6,7,0,2,i,-8,-0.2,0,0,-1
NC(=O)c1cc(-c2csc(NCCc3ccccc3)n2)ccc1O,-0.1,10,0,12,i,-7,0.4,36,-14,3
O=C(Cn1cnc([N+](=O)[O-])n1)N/N=C/c1cccc(Cl)c1,-1.4,2,0,1,i,-12,-0.1,3,6,0
COc1ccc(OCCC(=O)Nc2ccccc2)cc1,-0.7,-7,0,3,i,1,0.5,-5,-2,-2
C=CCc1cccc(/C=N/NC(=O)CCC(=O)Nc2ccc(C)cc2)c1O,-0.6,-3,0,4,i,4,0.1,-10,11,-7
O=C(Cc1ccccc1)c1ccc(O)cc1,0.3,-3,-2,1,i,0,-0.1,-8,0,-2
CC(=O)N1CCN(c2nc3ccc(Br)cc3s2)CC1,0.1,4,-2,-2,i,1,-0.2,-4,0,-3
COc1cccc(-c2nnc(-c3ccccc3[N+](=O)[O-])o2)c1,0.1,-5,2,-4,i,-22,0.8,-10,2,-4
O=C(Nc1ccccc1C(=O)OCC(=O)N1CCc2ccccc2C1)c1ccco1,-0.5,-6,-1,-13,i,4,1.3,-12,-7,-7
CC1CCN(C(=O)CSc2nnc(N)s2)CC1,0.0,3,1,0,i,0,0.2,-2,3,0
O=C(CN1CCSC1=NCc1ccccc1)c1ccc(Cl)cc1,19*,-9,-5,-4,i,-1,-0.7,1,-1,-2
Cc1ccsc1CN(C)CC(=O)Nc1ccccc1C(=O)NC1CC1,-0.3,23,2,-7,i,1,-1.5,-15,4,1
CC(=O)NCCCc1nc2ccccc2n1Cc1cc(C)ccc1C,-0.3,1,0,-3,i,-2,3.4,-3,3,-5

Compound activity deposited in PubChem by several laboratories.
